# BoNT-A LC inh2: inhibitors of Botulinum neurotoxin A light chain protease. multiplex microsphere protease substrate cleavage, flow cytometry. inhibition, % at 10 µM. hit rate 0.17% among 360,000. AID 588499; also: plate controls were buffer without enzyme for full effect and enzyme alone for no effect
# TcdB GH inh: blocks C. difficile toxin B glycohydrolase activity; TcdB glycohydrolase enzymatic assay, plate reader; inhibition, % at 9.99 µM; hit rate 0.24% among 350,000; AID 652162; in the data active = inhibition above about 10%
# DUSP3 inh: blocks human VHR1 dual specificity phosphatase | P51452 | recombinant VHR phosphatase, pNPP absorbance | inhibition, % at 13.3 µM | hit rate 0.52% among 290,000 | AID 1654; in the data active = inhibition above about 50%; also: some compounds called inactive have numbers as strong as hits
# SARS 3CLpro inh: SARS-CoV 3CLpro protease inhibition; P0C6X7; recombinant SARS-CoV 3CLpro, quenched FRET peptide cleavage; inhibition, % at 6 µM; hit rate 0.14% among 290,000; in the data active = inhibition above about 12%
# BH1578 lux ind: inducers of Vibrio cholerae quorum light production without autoinducers | hit rate 0.16% among 350,000 | V. cholerae BH1578 lux reporter, luminescence, 6 h | AID 588436 | activation, % at 18.7 µM; in the data active = activation mostly above about 9.7%, no sharp cut-off; also: not every result past the cut was called active; inactives centre near 0; reference of the scale not given here
# Anthrax LF inh2: anthrax lethal factor protease inhibition; P15917; hit rate 0.12% among 360,000; AID 588501; inhibition, % at 10 µM; multiplex microsphere protease cleavage assay, LF; also: plate controls were buffer without enzyme for full effect and enzyme alone for no effect
# Target sequence (P15917 whole entry, looked up): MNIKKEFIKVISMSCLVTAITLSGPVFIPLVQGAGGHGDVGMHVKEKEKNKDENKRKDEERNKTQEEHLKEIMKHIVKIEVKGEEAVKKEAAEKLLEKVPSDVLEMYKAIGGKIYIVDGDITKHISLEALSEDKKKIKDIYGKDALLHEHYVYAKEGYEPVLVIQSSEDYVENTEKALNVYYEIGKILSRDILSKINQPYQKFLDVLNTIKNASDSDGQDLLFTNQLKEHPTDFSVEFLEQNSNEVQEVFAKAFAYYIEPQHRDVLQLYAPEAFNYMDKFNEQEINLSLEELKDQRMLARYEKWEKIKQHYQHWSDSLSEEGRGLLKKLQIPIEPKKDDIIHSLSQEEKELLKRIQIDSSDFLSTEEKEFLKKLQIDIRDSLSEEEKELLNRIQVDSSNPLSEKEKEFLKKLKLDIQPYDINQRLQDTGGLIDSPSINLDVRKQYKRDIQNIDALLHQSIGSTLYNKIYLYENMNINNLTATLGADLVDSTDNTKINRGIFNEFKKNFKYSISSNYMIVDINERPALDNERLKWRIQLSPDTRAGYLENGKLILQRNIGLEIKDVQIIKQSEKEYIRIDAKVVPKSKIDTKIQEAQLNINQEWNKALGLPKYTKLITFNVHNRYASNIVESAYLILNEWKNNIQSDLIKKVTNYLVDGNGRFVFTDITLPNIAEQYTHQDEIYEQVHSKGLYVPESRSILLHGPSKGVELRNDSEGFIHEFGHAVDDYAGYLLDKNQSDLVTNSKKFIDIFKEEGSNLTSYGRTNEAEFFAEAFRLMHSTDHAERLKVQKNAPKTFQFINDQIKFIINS
# PfHsp40 rescue: restores yeast growth despite PfHsp40 toxicity; S. cerevisiae expressing PfHsp40, growth rescue, ATP luminescence; growth rescue, % at 12.5 µM; hit rate 0.68% among 340,000; AID 504582; in the data active = growth rescue above about 28%, passing the limit was not always enough;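 also: yeast W303a lacking pdr1 and pdr3 grown in galactose medium; growth measured after three days at 30 °C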
# Y pestis TopoI: blocks Yersinia pestis topoisomerase I activity | Y. pestis Topo-I cleavage product accumulation, plate reader | hit rate 0.064% among 360,000 | activity, % at 10 µM; in the data active = activity above about 50%, passing the limit was not always enough; also: inactives centre near 2
# CCHF vOTU inh: blocks the CCHF virus ovarian tumor domain protease; CCHFV vOTU protease, Pep-AMC fluorescence; inhibition, % at 11.5 µM; hit rate 0.55% among 370,000; in the data active = inhibition above about 30%; also: 0% = vehicle wells with enzyme and 100% = no enzyme wells
# PriA SSB inh: K. pneumoniae PriA-SSBct interaction inhibition; AlphaScreen SSBct-PriA binding, biotinylated peptide; inhibition, % at 33 µM; hit rate 0.6% among 430,000; in the data active = inhibition mostly above about 37%, no sharp cut-off; inactive = mostly below about 20%;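 also: plate controls were negative control peptide for no effect and reference peptide for full effect; strong numbers were not always called active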
# * marks the source's active call; other numbers are inactive results; i = inactive; / = no result given; & = joins results of further samples. Rule as the data show it, unless noted: active = inhibition above about 30%; inconclusive = no clear call, values can overlap the other calls; inactive = below that. These rows are one share of the data, so the mix of outcomes need not match the whole.
SMILES,BoNT-A LC inh2,TcdB GH inh,DUSP3 inh,SARS 3CLpro inh,BH1578 lux ind,Anthrax LF inh2,PfHsp40 rescue,Y pestis TopoI,CCHF vOTU inh,PriA SSB inh
COc1cc(NC(=O)c2cc(C3CC3)on2)c(OC)cc1Cl,-1.2,2.1,8,2,-1.0,-7,-0.6,-1,-4,4
O=C1c2c(O)cccc2C(C2OC(CO)[C@@H](O)[C@H](O)[C@H]2O)c2cc(CO)cc(O)c21 (some centres undefined),0.7,-1.9,/,/,0.4,-3,0.5,-1,3,20
CCCN(CCC)C(=O)C(CCC(=O)O)NC(=O)c1ccccc1 (centres undefined),-0.3,-1.3,-11,-5,-2.8,-6,-1.0,7,2,-18
CN(C)CCOC(=O)C(c1ccccc1)C1(O)CCCC1 (centres undefined),-0.1,0.9,-18,-1,3.6,-6,0.5,-1,-2,4
Nc1cc(=O)[nH]c(N)n1,-0.4,-0.4,/,/,i,-8,-2.2,2,-3,-4
C[C@H]1c2cccc(O)c2C(O)=C2C(=O)C3(O)C(O)=C(C(N)=O)C(=O)[C@@H](N(C)C)[C@@H]3[C@@H](O)[C@@H]21 (some centres undefined),-0.6,-0.6,/,/,-3.0,-5,-0.5,2,6,-1
CCC12CCCN3CCc4c(n(c5ccccc45)C(O)(C(=O)OC)C1)C32 (centres undefined),1.1,0.3,5,-5,-0.3,-9,1.4,-5,42*,4
OCC(O)CN1CCN(c2ccccc2)CC1 (centres undefined),-0.1,0.8,12,-7,i,-14,1.3,-2,0,-2
COc1ccc(S(=O)(=O)Nc2nnc(CC(C)C)s2)cc1,1.8,/,22,1,i,-2,1.4,9,4,-22
CC(=O)OCC(=O)C1(O)CCC2C3CCC4=CC(=O)C=CC4(C)C3(F)C(O)CC21C (centres undefined),-0.3,-0.5,/,/,i,-11,-0.2,-4,-8,2
O=C1c2ccccc2C(=O)c2c(O)c(O)cc(O)c21,0.0,1.3,/,/,-2.8,-5,179*,-5,12,22
CCCCOC(=O)c1ccc(N)cc1,-0.6,-0.1,9,-3,-0.7,-3,-0.7,4,-6,-12
CC(=O)N(CC(O)CO)c1c(I)c(C(=O)NCC(O)CO)c(I)c(C(=O)NCC(O)CO)c1I (centres undefined),-0.7,-0.6,/,/,2.8,4,-0.4,-6,1,1
O=c1c(O[C@@H]2O[C@H](CO)C(O)C2O)c(-c2ccc(O)c(O)c2)oc2cc(O)cc(O)c12 (some centres undefined),-0.3,/,/,/,i,-1,0.7,-3,/,12
Cc1oncc1C(=O)Nc1ccc(C(F)(F)F)cc1,0.5,1.8,5,-3,i,-6,-0.6,1,6,-1
CN1CCN(c2c(F)cc3c(=O)c(C(=O)O)cn4c3c2SCC4)CC1,0.6,/,27&30,-4&1,-0.8,-4,0.0,1,-52,-3
CN1CCC(=C2c3ccccc3CC(=O)c3sccc32)CC1,0.3&-0.3&1.8,1.4&0.6&0.9,1&16,-7&4,0.7&-2.8,1&-5&5,-0.8&-1.6&-0.8,8&-3&-8,4&-3&9,23
O=C(O)CCCCCCCC(=O)O,-1.9,0.4,9,0,i,-8,-1.4,-5,-2,-9
CCOc1ccc(NC(=S)N2CCC(C(O)(c3ccccc3)c3ccccc3)CC2)cc1,0.1,-0.5,-2,-2,-0.3,2,0.3,14,-1,9
O=C(NCCN1CCOCC1)c1ccc(Cl)cc1,0.1,1.6,-10,3,4.3&-0.6,1,0.0,0,-6,-20
CN1CCN(CCCN2c3ccccc3Sc3ccc(S(=O)(=O)N(C)C)cc32)CC1,0.7,1.6,/,/,-0.4,1,0.5,8,-4,2
C[C@H]1c2cccc(O)c2C(O)=C2C(=O)[C@]3(O)C(O)=C(C(N)=O)C(=O)[C@@H](N(C)C)[C@@H]3[C@@H](O)[C@@H]21,-0.5,/,-1,/,-2.8,0,-0.4,-16,/,4
Nc1ncnc(Nc2ccccc2)n1,-0.3,2.7,/,/,-3.0,5,0.1,-1,-3,-15
O=C(c1ccccc1)c1ccc2n1CCC2C(=O)O (centres undefined),-1.1,-0.8,9,0,i,-6,0.5,-4,8,-13
CC1CCc2c(N3CCC(O)CC3)c(F)cc3c(=O)c(C(=O)O)cn1c23 (centres undefined),0.2,1.0,/,/,-0.3,-18,0.8,4,-1,2
# Next section:
SMILES,BoNT-A LC inh2,TcdB GH inh,DUSP3 inh,SARS 3CLpro inh,BH1578 lux ind,Anthrax LF inh2,PfHsp40 rescue,Y pestis TopoI,CCHF vOTU inh,PriA SSB inh
COc1cc2c(c(OC)c1OC)-c1c(cc(OC)c(OC)c1OC)C[C@H](C)[C@H](C)C2,-0.3,/,-8,/,-0.5,3,-0.2,11,-3,0
COc1cc(C)nc(-n2nc(C)cc2OC)n1,0.3,0.9,-3,-1,8.3,1,0.7,3,4,4
CC1(C)Oc2ccc(C#N)cc2[C@@H](N2CCCC2=O)[C@@H]1O,0.8,0.0,5,-2,4.3,1,-0.2,-5,-2,-2
Cc1cc(O)c2c(c1)C(=O)c1cccc(O)c1C2=O,/,-1.0,4,-2,/,/,/,/,8,/
CCOC(=O)Nc1ccc2c(c1)N(C(=O)CCN1CCOCC1)c1ccccc1S2,-4.2&0.1,0.9&1.0,-9&-22,-5&-7,-0.9,15&-8,0.2&1.1,13&19,-17&3,8
CN=C(N)NC(=O)Nc1c(C)cccc1C,-0.2,-1.6,1,-1,-1.4,-10,0.2,1,-13,-11
CC[C@]12CCCN3CCc4c(n(c5ccccc45)[C@@](O)(C(=O)OC)C1)[C@@H]32,0.5,0.2,/,/,-0.4,5,-0.5,-1,-3,-10
C[C@]12CC[C@H]3C(=CCc4cc(O)ccc43)[C@@H]1CCC2=O,-1.3,9.2,12,-2,i,-8,4.2,-1,-7,-12
Oc1cc2c(cc1O)C1c3ccc(O)c(O)c3OCC1(O)C2 (centres undefined),-5.9,-33,21,4,0.5,-20,-0.4,1,-5,-4
Cc1ccsc1/C=C/C1=NCCCN1C,-0.7&-0.6&-0.3,1.4&2.1&-0.3,16,-2,-0.5&-3.6,-2&-7&4,-0.1&-0.4&-0.5,-7&3&0,9&0&5,-7
COc1cc(C(=O)NCCCCCC(=O)O)cc(OC)c1OC,-0.6,0.1,11,2,8.3,-8,-0.3&-1.1,-5,0,-9
CCC(Cc1c(I)cc(I)c(N)c1I)C(=O)O (centres undefined),0.2,2.8,/,/,-0.4,-3,187*,-3,19,2
COc1ccc(Sc2ccc(NC(=O)c3ccccc3Cl)cc2C#N)cc1,-5.0,/,16,0,i,-3,0.9,-12,20,-15
C/C=C(/C)C(=O)O[C@@H]1c2cc3c(c4c2[C@@]2(CO4)C(=O)C(OC)=C(OC)C=C2C[C@@H](C)[C@H]1C)OCO3,0.5,1.4,7,/,0.6,5,-0.8,18,8,12
CCOC(=O)Nc1ccc(NCc2ccc(F)cc2)nc1N,0.4,0.1,/,/,-0.4,-30,1.1,-4,67*,4
CCN(CC)CCOC(=O)C(c1ccccc1)c1ccccc1,0.1,0.7,5,-4,6.2,-4,0.6,2,-2,-1
COc1c(O)cc2c(c1O)[C@@H]1O[C@H](CO)[C@@H](O)[C@H](O)[C@H]1OC2=O,-0.1,9.0,/,5,-0.3,-3,0.1,5,-9,-3
CCN(CC)S(=O)(=O)c1ccc(C(=O)O)cc1,0.7,-2.8,-19,1,-0.2,-1,-3.0,-5,-7,-4
CCCc1cc(C(N)=S)ccn1,0.5,2.1,23,-1,-0.2,6,-0.6&-0.3,-4,2,-7
O=C1CCc2cc(OCCCCc3nnnn3C3CCCCC3)ccc2N1,-0.9,0.7,20&7,3&1&2,5.0,-7,3.4,21,8,-7
COc1ccccc1OC(=O)Oc1ccccc1OC,-0.6,2.7,/,/,-5.6,-8,2.2,4,4,-11
CC(C)(C(=O)c1cccnc1)c1cccnc1,0.8,0.9,/,/,i,-2,-1.8,-1,-1,1

# Screening results from PubChem.
